TRPC4 block: TRPC4 (mouse) channel inhibition. B-score at 10 µM. Q9QUQ5. 0.39% of 300,000 active. HEK293 TRPC4beta/mu-opioid, DAMGO-evoked Fluo4 calcium flux; hits give low values;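 active = B-score over 3 SD under the library average, no early fluorescence shift, positive overall ratio signal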
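Assay system – HEK293 line stably carrying TRPC4beta and mu-opioid receptor · Doses – single dose · Detection – Fluo4 calcium-dye fluorescence, kinetic read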
HIF activator: HIF pathway transcriptional activation. 0.32% of 300,000 active. U2OS HRE-luciferase reporter, luminescence; normalized: DMSO 0%, desferrioxamine 100%. activation, % at 7.5 µM (by protocol). AID 1910;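 active = mean activation of at least 10% of the iron chelator positive control signal, with at least half of replicates also reaching 10%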
SKKanGAS inh: inhibitors of SKKanGAS S. pyogenes growth in kanamycin (SK-promoter or general growth effect); AID 1662; BacTiter-Glo, 6 h; 1.3% of 300,000 active; inhibition, % at 7.5 µM;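 active = mean replicate score, as percent of positive control median, at least 50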;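 also: strain carries kanamycin resistance gene driven by streptokinase promoter and grows in 40 µg/ml kanamycin; loss of luminescence reflects streptokinase promoter inhibition or plain growth inhibition; 0% = median of DMSO wells and 100% = positive control at its reference dose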
RGS4 inh: human RGS4 inhibition. HEK293 M3R/RGS4 inducible, Fluo-4 calcium flux; hits give high values; triggered by carbachol at its EC20. B-score at 10 µM. 0.45% of 310,000 active. AID 463165;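 active = B-score, a plate-corrected calcium signal, over three deviations above library mean, with baseline fluorescence within five deviations of library mean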;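 also: RGS4 expression induced by doxycycline in cells with stable M3 receptor; B-score is computed from the integrated fluorescence ratio over baseline after carbachol; higher B-score means a larger calcium signal and so more RGS4 inhibition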
Target sequence (P49798 whole entry, looked up): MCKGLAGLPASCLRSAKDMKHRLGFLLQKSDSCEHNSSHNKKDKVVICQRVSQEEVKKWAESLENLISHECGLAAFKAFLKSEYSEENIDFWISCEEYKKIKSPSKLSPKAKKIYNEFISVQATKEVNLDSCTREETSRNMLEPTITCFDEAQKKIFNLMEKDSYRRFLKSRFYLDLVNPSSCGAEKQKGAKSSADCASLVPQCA
MrgX1 antagonist: blocks BAM8-22 activation of human MrgX1 receptor; Q96LB2; MRGX1-HEK293 calcium flux, Fluo-4, BAM8-22 antagonism; hits give low values; B-score at 10 µM; 1.3% of 310,000 active; AID 588676;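 active = calcium-response B-score plate-corrected more than 3 library SD below zero, starting fluorescence within 5 deviations, no agonist response on first addition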;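 also: peak minus trough fluorescence over baseline after final BAM8-22 challenge near maximal dose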
Target sequence (Q96LB2 whole entry, looked up): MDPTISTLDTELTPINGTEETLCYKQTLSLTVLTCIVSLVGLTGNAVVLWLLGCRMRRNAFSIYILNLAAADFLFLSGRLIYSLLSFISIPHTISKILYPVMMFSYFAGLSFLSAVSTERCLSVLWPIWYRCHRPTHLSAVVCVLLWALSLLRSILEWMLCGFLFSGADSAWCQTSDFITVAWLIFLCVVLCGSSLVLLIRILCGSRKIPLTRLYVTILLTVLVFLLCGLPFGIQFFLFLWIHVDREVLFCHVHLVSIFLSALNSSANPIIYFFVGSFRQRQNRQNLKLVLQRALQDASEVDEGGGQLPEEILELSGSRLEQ
Platelet DG rel: platelet dense granule release activity; human platelet-rich plasma, SFLLRN dense granule ATP release, luminescence; inhibition, %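 (compounds screened at 7.5 µM in platelet-rich plasma)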; 0.22% of 300,000 active; AID 1663;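 active = mean replicate score, as percent of positive control, at or above 50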
RGS4 act: potentiators or activators of RGS4; HEK293 M3R/inducible RGS4, carbachol calcium flux Fluo4; hits give low values; B-score at 10 µM; 0.92% of 310,000 active;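 active = B-score of the integrated calcium signal more than 4 SD below the library mean, with starting fluorescence not abnormally high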;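 also: negative B-score means reduced calcium response which marks RGS4 activation or potentiation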
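Reagent: ECmax carbachol challenge; Test system: M3R-expressing HEK293 line, RGS4 induced by doxycycline; Schedule: overnight RGS4 induction, 30 min dye load 37 °C, 20 min compound RT; Detection: calcium dye Fluo4 fluorescence; Read-out: Agonist-evoked peak-minus-minimum fluorescence over baseline, integrated ratio, B score.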
MrgX1 PAM: allosterically activates human MrgX1 receptor signaling; 0.63% of 310,000 active; B-score at 10 µM; AID 588675; MrgX1-HEK293, Fluo-4 calcium flux, FDSS; hits give high values;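 active = plate-corrected calcium response at least 3 library SD above typical, normal starting fluorescence, not activating the receptor alone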;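 also: compound read alongside a low EC10 to EC30 dose of BAM8-22 agonist; peak minus trough fluorescence over baseline measured at the second addition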
MrgX1 agonist: agonists of human MrgX1 receptor | Q96LB2 | MrgX1-HEK293 cells, Fluo-4 calcium fluorescence, agonist mode; hits give high values | B-score at 10 µM | 0.44% of 310,000 active;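 active = calcium response B-score plate-corrected fluorescence ratio at least 3 library SD, with starting fluorescence B-score inside 5 SD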
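Test system: HEK293 cells stably expressing human MrgX1 receptor; amount: 15,000 cells per well; doses: compound delivered in addition one of three; times: overnight plating before 1 h dye loading; detection: Fluo-4 NW calcium-flux fluorescence, kinetic read; read-out basis: B-scored fluorescence response ratio; controls: positive and negative controls per plate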
TRPC6 inh: inhibitors of mouse TRPC6 channel. AID 2553. HEK293-TRPC6, membrane potential dye, ACh-evoked depolarization; hits give low values. 1.1% of 310,000 active. Q61143. B-score at 10 µM;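 active = B-score under library mean minus 3 SD, initial fluorescence not abnormally high, positive integrated signal ratio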;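 also: B-score derived from integrated fluorescence ratio over the kinetic read; more negative B-score means stronger inhibition of depolarization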
TRPC6 activator: mouse TRPC6 channel activation; HEK293-TRPC6 membrane potential dye fluorescence; hits give high values; 0.13% of 310,000 active; AID 2550; Q61143; B-score at 10 µM;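 active = B-score of the integrated fluorescence ratio above library mean plus 3 SD, and starting fluorescence ratio within library mean plus 5 SD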;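 also: higher score means more depolarization so channel activation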
Numbers without * were called inactive; i = inactive; . = not tested or not shown. Random draw from the library (roughly 6.1% active in at least one column).

Molecule,MrgX1 agonist,Platelet DG rel,RGS4 inh,TRPC4 block,HIF activator,TRPC6 inh,TRPC6 activator,MrgX1 PAM,RGS4 act,SKKanGAS inh,MrgX1 antagonist
Cc1ccc(OCCn2c(=O)oc3ccc(C)cc32)cc1,i,1,i,i,1.0,i,i,i,i,10,i
CCCn1ncc([C@@H]2C[C@H]3CN(Cc4cccc(Cl)c4)C(=O)[C@]34CCCN24)c1C,i,-4,i,i,-0.1,i,i,i,i,-7,i
O=C(COC(=O)c1ccccc1)Nc1cccc(S(=O)(=O)NC2=NCCCCC2)c1,i,2,i,i,-0.3,i,i,i,i,7,i
CC(NC(=O)C(=O)NCCC1=CCCCC1)c1ccccc1 (configuration not stated),i,20,i,i,0.3,i,i,i,i,-4,i
Cc1cc2c(Nc3cccc(O)c3)ncnc2s1,i,-4,i,i,-19,i,i,i,i,-3,i
CCOc1cc(CNCc2ccccc2)ccc1OCC(=O)NC1CCCCC1,i,-10,i,i,-0.9,i,i,i,i,2,i
N#CC1=C(N)N=C(SCc2ccccc2)C(C(N)=O)C12CCCCC2 (configuration not stated),i,-7,i,i,0.0,i,i,i,i,-16,i
Cc1ccc(S(=O)(=O)NCc2ccco2)cc1C(N)=O,i,0,i,i,0.0,i,i,i,i,7,i
O=C(CNC(=S)N(Cc1ccccc1)Cc1cccnc1)NCc1ccccc1,i,9,i,i,0.0,i,i,i,i,-5,i
COc1ccc2c(c1)oc(=O)c1cc(OC)ccc12,i,3,i,i,2.8,i,i,i,i,-2,i
CCn1c(=O)cc(SCC(=O)NCCCN2CCN(c3ccccc3F)CC2)c2ccccc21,i,7,i,i,0.2,i,i,i,i,4,i
Cc1ccc(CNC(=O)C2CCC(=O)N(CCc3ccc(Cl)cc3)C2)s1 (configuration not stated),i,-10,i,i,0.5,i,i,i,i,-6,i
CCOC(=O)CN1N=C(c2ccc(C)cc2)CCC1=O,i,-1,i,i,1.5,i,i,i,i,-2,i
CCOc1ccc(/C=N/NC(=O)c2cc3c(OC)cccc3[nH]2)cc1,i,-3,i,i,-0.4,i,i,i,i,-2,i
O=C(NNS(=O)(=O)c1ccc(Cl)cc1)c1cc(-c2ccccc2)nc2ccccc12,i,10,i,i,0.7,i,i,i,i,20,i
CCN(Cc1ccccc1)C(=O)C1CCN(S(=O)(=O)c2ccc3c(c2)OCCO3)CC1,i,-8,i,i,1.1,i,i,i,i,-3,i
CC(=O)c1cccc(NC(=O)c2ccc3c(c2)CCN3S(=O)(=O)c2ccccc2)c1,i,-5,i,i,0.3,i,i,i,i,5,i
C=CCON1C(=O)c2ccccc2C1=O,i,-2,i,i,-0.1,i,i,i,i,0,i
COc1ccccc1CNC(=O)CCNS(=O)(=O)c1cccc2nsnc12,i,4,i,i,0.6,i,i,i,i,1,i
COc1ccc(CC(=O)N(C)CC(=O)Nc2ccccc2SC)cc1,i,-6,i,i,3.2,i,i,i,i,1,i
O=C(CCNC(=O)C1CCN(S(=O)(=O)c2ccccc2)CC1)NCCc1ccc(Cl)cc1,i,2,i,i,-0.1,i,i,i,i,-6,i
COc1ccc(OC)c2nc(-c3ccncc3)ccc12,i,8,i,i,1.0,i,i,i,i,-1,i
Cc1ccccc1NC(=O)Cn1c(CCC(=O)O)ccc1-c1cccs1,i,-3,i,i,-0.4,i,i,i,i,3,i
OC(c1ccccc1)C(CN1CCOCC1)c1ccccc1 (configuration not stated),i,10,i,i,0.7,i,i,i,i,-9,i
COc1cccc(CN2CCNC(=O)C2CC(=O)N(Cc2cnn(C)c2)C(C)C)c1 (configuration not stated),i,-1,i,i,-0.3,i,i,i,i,1,i
Cc1cc(C)c(C(=O)NCCCN2CCOCC2)c(C)c1,i,-10,i,i,-30,i,i,i,i,-4,i
NC1=NC(=O)/C(=C/c2cccc(-c3ccc(S(N)(=O)=O)cc3)c2)S1,i,-5,i,i,-0.1,i,i,i,i,3,i
COc1ccc(CCNC(=O)C2CCC(=O)N(CC3CCCCC3)C2)cc1 (configuration not stated),.,1,i,i,0.2,i,i,.,-7.1*,5,.
COCCNC(=O)c1ccc2snnc2c1,i,7,i,i,-1.0,i,i,i,i,1,i
O=S(=O)(NC1CC1)c1ccc(Cl)cc1F,i,-5,i,i,-0.2,i,i,i,i,0,i
COC(=O)c1ccc(S(=O)(=O)N2C3CCC2CC(NC(=O)NC2CCCCC2)C3)cc1 (configuration not stated),i,-2,i,i,-0.9,i,i,i,i,-5,i
O=C1CSC(c2cn(-c3ccccc3)nc2-c2ccc3c(c2)OCCO3)N1CCN1CCOCC1 (configuration not stated),i,55*,i,i,0.1,i,i,i,i,0,i
Cn1c(=O)n(C)c2cc([N+](=O)[O-])c(N3CCN(C(=O)c4ccc(Cl)cc4)CC3)cc21,i,-2,i,i,-0.3,i,i,i,i,6,i
CC(=O)N(c1ccccc1)C1CCCC1,i,2,i,i,-0.2,i,i,i,i,1,i
COCCCNC(=S)N/N=C/c1ccc(OC)cc1,i,0,i,i,0.2,i,i,i,i,40,i
CCc1ncc(CN2CCCC(C(=O)Nc3ccc(-c4cscn4)cc3)C2)cn1 (configuration not stated),i,1,i,i,-0.2,i,i,i,i,2,i
O=C(CSc1nncn1-c1ccccc1)N1CCCC1,i,2,i,i,0.3,i,i,i,i,0,i
COc1cc(-n2c(C)nc3cc(C(=O)N4CCOCC4)ccc32)cc(OC)c1OC,i,-2,i,i,-0.4,i,i,i,i,-1,i
Cc1ccc(S(=O)(=O)c2ccccc2)cc1S(=O)(=O)N1CCOCC1,i,-3,i,i,0.1,i,i,i,i,1,i
COCCNC(=O)C(c1ccc(F)cc1)N(C(=O)CCC(=O)Nc1ccccn1)c1cccc(C)c1 (configuration not stated),i,-2,i,i,-4.9,i,i,i,i,-4,i
CCOC(=O)C(C(=O)OCC)C(C)C#CCN1CCCCC1 (configuration not stated),i,-1,i,i,-0.3,i,i,i,i,-3,i
CCOc1cc(NS(=O)(=O)c2ccc(Cl)cc2)c(OCC)cc1NC(=O)CC(C)C,i,-3,i,i,-0.6,i,i,i,i,3,i
O=C(NC1CCCCC1)c1ccc(-n2cnnn2)cc1,i,0,i,i,0.3,i,i,i,i,-3,i
Cc1ccccc1NC(=O)c1cnc2ccccn2c1=O,i,13,i,i,-0.1,i,i,i,i,4,i
CCN1CCN(CCCNC(=O)Cn2cc3c(n2)CCCC3)CC1,i,2,i,i,-0.3,i,i,i,i,-1,i
CC(c1nnc(Sc2nnnn2-c2ccccc2)n1-c1ccc(F)cc1)N(C)C (configuration not stated),i,-1,i,i,-0.7,i,i,i,i,2,i
CCN(CC(=O)NCCc1ccc(S(N)(=O)=O)cc1)Cc1nc2cc(OC)c(OC)cc2c(=O)[nH]1,i,5,i,i,0.6,i,i,i,i,-5,i
CCOC(=O)c1cc2c(ccn2-c2ccc(F)cc2)n1CC(=O)N(CC)CC,i,-1,i,i,2.7,i,i,i,i,1,i
O=C(Cc1ccc([N+](=O)[O-])cc1)N1CCCc2ccccc21,i,-5,i,i,0.3,i,i,i,i,2,i
O=C(C[n+]1ccccc1)N/N=C/c1cccc(Cl)c1Cl,i,-1,i,i,0.4,i,i,i,i,8,i

(more compounds)
Molecule,MrgX1 agonist,Platelet DG rel,RGS4 inh,TRPC4 block,HIF activator,TRPC6 inh,TRPC6 activator,MrgX1 PAM,RGS4 act,SKKanGAS inh,MrgX1 antagonist
COc1cc(NS(=O)(=O)c2ccc(NC(=O)c3cccnc3)cc2)ncn1,i,-5,i,i,-0.4,i,i,i,i,4,i
COc1ccc(CNC(=O)CCn2c(=O)[nH]c3ccccc3c2=O)cc1,i,2,i,i,-0.6,i,i,i,i,0,i
C#CCOCCOCCOCCNc1nc(N2CCN(C(=O)[C@H](CCC(=O)O)n3cc(C(N)CO)nn3)CC2)nc(N2CCN(C(=O)[C@H](CCCCN)n3cc(C(N)[C@H](C)CC)nn3)CC2)n1 (some centres not stated),.,0,i,i,-1.4,i,i,.,i,2,.
CC(O)CNc1nc2sc3c(c2c(=O)n1Cc1ccco1)CCCCC3 (configuration not stated),i,4,i,i,1.2,i,i,i,i,25,i
CCCCn1c(N)c(N(CCOC)C(=O)C2CCN(S(=O)(=O)c3ccc(Cl)cc3)CC2)c(=O)[nH]c1=O,i,-27,i,i,-0.5,i,i,i,i,3,i
O=C(OC(C(=O)NC1CCCCC1)c1ccccn1)c1cccs1 (configuration not stated),i,15,i,i,0.4,i,i,i,i,0,i
COc1ccc(S(N)(=O)=O)cc1C(N)=O,i,-6,i,i,0.4,i,i,i,i,-8,i
N#Cc1c(C(F)(F)F)cc(-c2ccccc2)nc1SCCN1CCOCC1,i,-5,i,i,0.4,i,i,i,i,-16,i
CCCn1nnnc1SCC(=O)N1CCCC1,i,7,i,i,-0.1,i,i,i,i,-5,i
COc1cc2ccccc2cc1C(=O)NC(=S)Nc1cccc(C(=O)O)c1,i,-6,i,i,2.6,i,i,i,i,38,i
CCn1ccc(C(=O)Nc2ccsc2C(=O)OC)n1,i,-9,i,i,0.7,i,i,i,i,-5,i
CC(C)C(NC(=O)Nc1ccccc1)C(=O)Nc1cccc(S(=O)(=O)N(C)C)c1 (configuration not stated),i,22,i,i,-0.4,i,i,i,i,0,i

Screens as filed in PubChem BioAssay.
